# Lung fibro prol: blocks proliferation of human lung fibroblasts; actives 1.1% (n = 85,000); LL 47 human lung fibroblast viability, ATP luminescence; active compounds read low; viability, % at 10 µM;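 active = viability at or below 50% in the single dose screen; inactive = viability above 50%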;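 note: compound exposure lasted 72 h before the ATP readout; 100% = median luminescence of untreated cell-only wells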
#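 Signal: luminescent ATP detection, CellTiter-Glo; assay system: LL 47 human lung fibroblasts; input: 1,150 cells/well; incubation: overnight cell rest, 72 h compound treatment at 37 °C; measure: % viability versus median cells-only luminescence; medium: IMEM growth medium with 15% fetal bovine serum; dosing: compound addition at 0.1% DMSO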
# CYP2C19 act: cytochrome P450 2C19 (human) activation | P33261 | recombinant CYP2C19, luciferin-H EGE luminescence; active compounds read high; 0 = fully inhibited enzyme, 1 = untreated enzyme | activation factor at 5 µM | 96,000 tested, under 10 active;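 active = activation factor of at least 2 at 5 µM in the primary screen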;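 note: 0 = wells with 2.5 mM tranylcypromine and 1 = vehicle-only wells; values of inactives mirror those of a sister screen read the other way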
# ERa SRC1 pot: ER-alpha (human) coactivator binding potentiation; P03372; TR-FRET ERalpha-LBD/SRC-Cy5 coactivator binding, 2 h; 100 = basal binding, no effect; coactivator binding (% of control), % at 25.6 µM; actives 1.3% (n = 86,000); in the data active = activity above about 200%;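 note: binding measured in presence of low estradiol as agonist stimulus; 0% = peptide alone without receptor and 100% = receptor with peptide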
# ERa SRC1 inh: ER-alpha (human) coactivator binding inhibition | P03372 | TR-FRET ER-alpha LBD / SRC-1 peptide, estradiol-bound | inhibition, % at 25.6 µM | actives 1.7% (n = 86,000) | AID 629; in the data active = inhibition above about 50%;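 note: 0% = receptor plus peptide control and 100% = peptide only without receptor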
# CYP2C19 inhib: blocks human cytochrome P450 2C19. P33261. CYP2C19 Supersomes, luciferin-H EGE luminescence, 30 min. inhibition, % at 5 µM. actives 21% (n = 96,000);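 active = CYP2C19 inhibition above a set limit at 5 µM in the primary screen, cut at about 50% in these data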;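 note: plate controls were negative control wells for no effect and 2.5 mM tranylcypromine positive control for full effect; values of inactives mirror those of a sister screen read the other way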
# H69AR growth 86K: growth inhibitors of human H69AR lung tumor cells; viability, % at 10 µM; AID 598; actives 6% (n = 85,000); H69AR lung tumor viability, ATP luminescence, 72 h; active compounds read low;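 active = viability at or below 40%; inactive = viability above 40%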;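 note: multidrug resistant small cell line overexpressing MRP-1 efflux transporter; 100% = mean luminescence of untreated control wells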
# CD11b adhes enh: CD11b/CD18-fibrinogen binding enhancement. K562 CD11b/CD18 adhesion to fibrinogen, ATPlite luminescence. activation, % at 10 µM. actives 0.07% (n = 93,000);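 active = 10 µM primary screen giving 50% or more activity, confirmed by 40% or more on retest at that dose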; note: strong numbers were not always called active
# Target sequence (P05107 whole entry, looked up, other chains not shown): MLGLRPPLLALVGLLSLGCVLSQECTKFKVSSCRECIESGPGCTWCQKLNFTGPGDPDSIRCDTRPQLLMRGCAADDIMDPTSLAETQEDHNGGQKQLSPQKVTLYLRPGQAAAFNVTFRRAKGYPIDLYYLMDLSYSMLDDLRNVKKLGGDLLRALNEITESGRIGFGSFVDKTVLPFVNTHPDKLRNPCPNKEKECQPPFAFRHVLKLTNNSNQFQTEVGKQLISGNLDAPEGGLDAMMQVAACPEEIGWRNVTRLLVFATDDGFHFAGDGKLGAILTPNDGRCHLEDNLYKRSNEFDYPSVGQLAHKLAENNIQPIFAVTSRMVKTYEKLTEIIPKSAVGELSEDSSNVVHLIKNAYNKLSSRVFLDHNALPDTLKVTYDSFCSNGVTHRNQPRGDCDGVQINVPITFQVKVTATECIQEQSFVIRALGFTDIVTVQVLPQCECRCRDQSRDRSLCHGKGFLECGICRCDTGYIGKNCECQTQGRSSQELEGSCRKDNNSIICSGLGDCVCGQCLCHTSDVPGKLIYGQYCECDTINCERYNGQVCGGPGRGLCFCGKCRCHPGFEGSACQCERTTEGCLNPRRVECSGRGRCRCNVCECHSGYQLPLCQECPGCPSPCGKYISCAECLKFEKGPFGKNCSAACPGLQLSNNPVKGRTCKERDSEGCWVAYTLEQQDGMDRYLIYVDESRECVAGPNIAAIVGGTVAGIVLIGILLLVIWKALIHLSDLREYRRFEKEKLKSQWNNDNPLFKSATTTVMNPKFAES
# HUVEC inhibit: human endothelial cell proliferation inhibition; HUVEC proliferation, CellTiter-Glo luminescence, 72 h; active compounds read low; viability, % at 10 µM (by protocol); actives 1.1% (n = 86,000); AID 648;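 active = viability at or below 30%; inactive = viability above 30%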;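 note: 100% = median luminescence of DMSO-only cell control wells on each plate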
# Mac1 fbg inh: inhibitors of human CD11b/CD18 binding to fibrinogen. inhibition, % at 10 µM. K562 CD11b/CD18 adhesion to fibrinogen, ATPlite luminescence; Mn2+ added to activate the integrin. AID 1497. P05107+P11215. actives 0.54% (n = 93,000);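 active = primary inhibition of 50% or more at 10 µM, then 40% or more on retest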; note: some results filed as inactive read as strong as hits
# The depositor's hits bear a star; x = not tested or not shown; [ ] = another dose, or the depositor's remark.
SMILES,Lung fibro prol,CYP2C19 act,ERa SRC1 pot,ERa SRC1 inh,CYP2C19 inhib,H69AR growth 86K,CD11b adhes enh,HUVEC inhibit,Mac1 fbg inh
O=C(Nc1nc(-c2cccnc2)cs1)c1ccc(S(=O)(=O)N2CCOCC2)cc1,80,0.9,67,4,8,60,-3,52,6
CNC(=O)CN1C(=O)c2ccccc2S1(=O)=O,97,1.1,104[fluorescence artefact?],0,-9,98,1,102,-5
Cc1cccc(NC(=O)C(c2cccc([N+](=O)[O-])c2)N2CCCCC2)c1 (stereo not drawn),x,0.5,x,x,52*,x,-3,x,-2
COc1cccc(NC(=S)/C(=C(\[O-])c2ccc(C)c([N+](=O)[O-])c2)[n+]2ccccc2)c1,100,0.7,93,-8,27,90,9,68,-8
CCOC(=O)c1ccc(CNC(=O)C2CCCCC2C(=O)OCC(F)(F)F)o1 (stereo not drawn),111,1,110[fluorescence artefact?],1[fluorescence artefact?],-1,100,x,90,x
Cc1occc1C(=O)Nc1c(F)cc(F)cc1Br,99,1,129,-2,2,95,8,97,-36
O=C(CSc1oc(-c2ccc(F)cc2)nc1S(=O)(=O)c1ccccc1)NCC1CCCO1 (stereo not drawn),99,x,147,14,x,76,x,89,x
O=C(NCCc1csc(-c2cccnc2)n1)c1cccc2ccccc12,102,0.2,88,1[fluorescence artefact?],79*,82,-2,98,2
COC(=O)c1sc(NC(=O)c2ccco2)nc1C,98,0.9,110,-6,8,96,-2,80,-7
O=c1c2ccccc2n2cnnc2n1-c1ccccc1,107,1,99,4,0,98,-2,88,-1
COC(=O)c1sc(NC(=O)Cc2cccs2)nc1C,88,0.6,108,-38,43,82,3,77,-6
CC(C)(C)N(Cc1ccccc1)C(=O)CSc1nnc(CNc2ccc(F)cc2)o1,99,0.8,108,-5,17,90,6,95,0
CCOC(=O)N1CCC(N2C(=O)c3ccc(C(=O)NC4CCCCCC4)cc3C2=O)CC1,103,x,148,13[fluorescence artefact?],x,51,x,110,x
CCOC(=O)N1CCC2(CC1)C(C#N)=C(N)OC1=C2C(=O)CC(C)C1 (stereo not drawn),95,0.8,100,5,16,93,-1,99,-1
Cc1ccc(-n2c(Cc3cccs3)nnc2SCC(=O)OC(C)C)cc1,107,0,104,3,98*,89,-1,100,30

# Quoted at random: 2 entries already listed
SMILES,Lung fibro prol,CYP2C19 act,ERa SRC1 pot,ERa SRC1 inh,CYP2C19 inhib,H69AR growth 86K,CD11b adhes enh,HUVEC inhibit,Mac1 fbg inh
O=C(CSc1oc(-c2ccc(F)cc2)nc1S(=O)(=O)c1ccccc1)NCC1CCCO1 (stereo not drawn),99,x,147,14,x,76,x,89,x
Cc1cccc(NC(=O)C(c2cccc([N+](=O)[O-])c2)N2CCCCC2)c1 (stereo not drawn),x,0.5,x,x,52*,x,-3,x,-2

# Later entries
SMILES,Lung fibro prol,CYP2C19 act,ERa SRC1 pot,ERa SRC1 inh,CYP2C19 inhib,H69AR growth 86K,CD11b adhes enh,HUVEC inhibit,Mac1 fbg inh
O=S(=O)(Nc1cccnc1)c1ccc(C2CCCCC2)cc1,93,1,88,-2,4,69,-7,32,69
C=CCn1c(CCNC(=O)c2cccs2)nnc1SCC(=O)c1ccc(Cl)cc1,98,0.2,103,-13,78*,86,4,92,6
CCC(C)n1nccc1NC(=O)C(C)OC(=O)c1cc2ccccc2[nH]1 (stereo not drawn),96,0,118[fluorescence artefact?],9,97*,98,-4,84,-24
CC1CN(C(=O)CSc2nc(-c3ccccc3)cs2)CC(C)O1 (stereo not drawn),104,0.1,89,-6,93*,96,-7,108,-10
OC(COc1ccc2ccccc2c1Cl)CN1CCOCC1 (stereo not drawn),106,0.5,99,-47,54*,94,0,82,-7
CCCCn1c(NC(=O)c2ccccc2)c(C#N)c2nc3ccccc3nc21,x,1,x,x,-1,x,-10,x,99*
Cc1c([N+](=O)[O-])c(C(=O)Nc2ccc3c(c2)OCCO3)nn1C,x,0.3,x,x,68*,x,1,x,5
CCN(CC)CC(O)COc1ccc2c(c1)OCO2 (stereo not drawn),91,1,97,4,4,93,-1,91,-4
O=C(Nc1ccc(S(=O)(=O)N2CCc3ccccc3C2)cc1)C1CCCO1 (stereo not drawn),92,0.9,114,7,12,85,4,99,1
O=C(C1CCC(C(=O)N2CCc3ccccc32)CC1)N1CCc2ccccc21 (stereo not drawn),102,1.1,98,5,-12,94,-5,92,1
Cc1ccc(S(=O)(=O)CC(=O)c2ccccc2)cc1,x,0.6,x,x,37,x,-3,x,-5
CN(CC(N)=O)S(=O)(=O)c1ccc(F)cc1,108,1,113,1,0,97,6,105,1
CCCCC(=O)NC1(C(F)(F)F)C(=O)Nc2c1c(=O)[nH]c(=O)n2Cc1ccco1 (stereo not drawn),x,0.9,x,x,11,x,3,x,-18
Cc1ccccc1NC(=O)c1c(F)c(F)c(F)c(F)c1F,105,1,109,-3,2,93,-2,106,-24
Cc1cc(N2CCCC2=O)cc(C)c1S(=O)(=O)NCCOc1ccc(C(C)(C)C)cc1,96,x,89,21,x,33*,x,79,x
COc1ccccc1-c1cc(-c2ccccc2)nc(SC(C(N)=O)c2ccccc2)c1C#N (stereo not drawn),x,0.9,x,x,12,x,-5,x,-8
O=C(CSc1nnc2scc(-c3ccccc3)n12)N1CCN(Cc2ccccc2)CC1,94,0.6,97,0,41,71,3,95,1
O=c1c(-c2ccc3c(c2)OCCO3)c(C(F)(F)F)oc2cc(O)cc(O)c12,106,0.8,346*[fluorescence artefact?],5,25,39*,x,51,x
COc1ccc(N=NC2=C(O)CC(C)(C)CC2=O)c(OC)c1,85,x,102,-13,x,90,x,88,x
COc1ccc(-n2c(=O)c3ccccc3n(CC(=O)NC3CCCC3)c2=O)cc1,104,0.9,109,1,8,101,-3,100,-1
O=c1cc(Cn2ccnc2)c2cc3c(cc2o1)CCC3,105,0,112,-6,100*,91,2,91,-1
CCOC(=O)C(NC(C)=O)(Nc1ccc(S(=O)(=O)Nc2ccncn2)cc1)C(F)(F)F (stereo not drawn),100,x,106,10,x,102,x,83,x
CCOC(=O)C1CCCN(C(=O)c2cc3c(=O)n4cccc(C)c4nc3n2C)C1 (stereo not drawn),98,x,127,15,x,91,x,96,x
COc1ccc(C(=O)NC2CCN(C(=S)NCc3ccco3)CC2)cc1,x,0.8,x,x,20,x,-1,x,-11
Cc1cccc(-n2c(C)n[nH]c2=S)c1C,x,1.2,x,x,-23,x,-4,x,16
COc1cccc(-n2c(SC)nnc2-c2cnccn2)c1,108,x,102,4[fluorescence artefact?],x,89,x,93,x
CCN(CC)CCOc1nc(C)nc2c1oc1ccccc12,97,1.1,113,-3,-11,85,-3,105,-9
Cc1cc(C(=O)NCc2cccnc2)no1,97,1.1,125,2,-12,108,1,102,-1
CN(C)C(=O)COC(=O)/C=C/c1ccccc1[N+](=O)[O-],96,1.1,96,2,-10,83,-4,83,-1
Nc1cc(C(=O)c2ccccc2)ccc1N1CCOCC1,109,x,101[fluorescence artefact?],-34,x,100,x,108,x
C=CCn1c(CCNC(=O)c2cccs2)nnc1SCC(=O)Nc1cccc(F)c1,98,0.3,118,-8,72*,92,4,93,-3
COc1cccc(C2=CC(c3cc(OC)ccc3OC)n3nnnc3N2)c1 (stereo not drawn),71,0.6,102,-7,35,5.4*,-5,45,10
CCc1c(C)nc2ncnn2c1N1CCCC(C(=O)NCCc2ccccc2)C1 (stereo not drawn),94,1,134,-4,-2,75,-5,98,7
Cc1ccccc1NC(=O)c1ccccc1,105,1,97,-4,-2,96,-1,104,-10
CCN1CCN(c2cc(C)c3cc(NC(=O)Cc4ccccc4OC)ccc3n2)CC1,x,0.9,x,x,14,x,-4,x,-9
COc1ccc(NC(=O)c2oc3cc(C)c(C)cc3c2C)c(OC)c1,108,x,147[fluorescence artefact?],12,x,70,x,90,x
CC(C)CCn1nnnc1C(c1ccc(F)cc1)N1CCN(C(=O)c2ccco2)CC1 (stereo not drawn),93,0.4,132[fluorescence artefact?],-7,63*,82,x,82,x
O=C(O)C(F)(F)S(=O)(=O)O,98,1.1,120,-7,-6,94,0,95,82
Cc1noc(C)c1COC(=O)c1cccnc1SCC(=O)Nc1ccc2c(c1)OCO2,98,0.7,110,4,28,91,1,97,-4
COc1ccccc1-c1nnc(SCCN2CCOCC2)n1-c1ccc(C)cc1,97,0.7,112,9[fluorescence artefact?],27,92,-3,88,5
CSc1nc2sc3c(c2c2nnnn12)CCCC3,92,0.9,103,-6,10,90,3,82,20
CN(C)C(=O)CSc1nnc(CCNC(=O)OC(C)(C)C)o1,84,0.9,124,-9,11,x,-3,88,-2
Cc1noc(C)c1COc1ccc(C(=O)OCC(=O)NC2CCCCC2C)cc1 (stereo not drawn),95,0.7,123,-4,27,102,-3,99,7
C=CCn1c(SCc2c(F)cccc2Cl)nnc1-c1ccco1,96,0,106,-6,96*,x,-1,98,-1
O=C(Nc1ccc(Cl)cc1)OCCn1nnnc1C(c1ccccc1Cl)N1CCOCC1 (stereo not drawn),85,0.5,98,2,46,58,x,80,x
O=C(NCc1cccnc1)c1cccnc1-c1nc2ccccc2s1,101,0.5,72[fluorescence artefact?],22,46,79,-1,92,-31
C=CCn1c(=S)[nH]c2sc3c(c2c1=O)CCC3,96,x,114[fluorescence artefact?],-9,x,69,x,83,x
CCN1CCN(C(=O)CN(C)S(=O)(=O)c2ccc(OC)c(C)c2)CC1,103,1,112,-7,-2,86,2,97,1
O=C(NCc1ccncc1)c1ccc(Br)o1,x,0.9,108,1,14,87,-3,87,5
CN(C)S(=O)(=O)Nc1ccc(Oc2ccccc2)cc1,92,0.1,107,-35,95*,90,2,91,-7
CC1Cc2ccccc2N1S(=O)(=O)c1ccc2c(c1)n(C)c(=O)c(=O)n2C (stereo not drawn),95,1,118,11,0,83,-1,96,-5
COc1ccc(C(=O)Nc2cc(Cl)cc(Cl)c2)c(OC)n1,x,1,x,x,-4,x,7,x,16
C=CCn1c(SC(C)C(=O)NCc2ccc3c(c2)OCO3)nc2scc(-c3ccccc3)c2c1=O (stereo not drawn),94,0.2,121,-7,76*,34*,x,74,x
COc1ccccc1C(=O)Nc1ccc(S(=O)(=O)N2CCCC2)cc1,101,0.9,163,-3,9,95,0,103,-10
COc1cc(C(=O)OCC(=O)NCc2ccco2)cc(OC)c1OC,99,0.6,82,-10,40,89,-3,98,-3
Oc1ccc(Nc2nc(-c3ccc(O)cc3)cs2)cc1,88,0.7,47[fluorescence artefact?],28[fluorescence artefact?],30,41,-4,78,-19
Cc1occc1-c1nnc(SCC(=O)Nc2nccs2)n1Cc1ccco1,95,0.3,119,10[fluorescence artefact?],72*,88,-2,95,4
COC(=O)CSc1cc(SCC(=O)OC)c(C#N)c(SCC(=O)OC)c1,91,0.6,99[fluorescence artefact?],9,38,93,-8,37,17
O=S(=O)(NCC1CCCO1)c1ccc2oc3ccc(S(=O)(=O)NCC4CCCO4)cc3c2c1 (stereo not drawn),95,1,111,-2,2,89,-7,89,6
O=C(CCS(=O)(=O)c1ccccc1)Nc1nc2c(s1)CCCC2,48*,0.3,116[fluorescence artefact?],8,74*,17*,0,72,6
